Screening results deposited in PubChem BioAssay by National Center for Advancing Translational Sciences (NCATS).
TRb SRC2 PPI: qHTS for Inhibitors of the Interaction of Thyroid Hormone Receptor and Steroid Receptor Coregulator 2. Potency, µM (highest dose often 106 µM), without a hit: top-dose activity change, negative = inhibition, most hits filed as inhibitors. 280,000 tested, 0.065% active. TRbeta-SRC2 peptide binding, fluorescence polarization; receptor liganded with 1 µM T3. Thyroid hormone receptor beta (Homo sapiens), P10828;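 further: potency means the concentration at half of the fitted maximal effect; plate controls were bound peptide for no effect and peptide without receptor for full effect; nearly all actives have a fitted effect of over 50% in size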
Target sequence (P10828 whole entry, looked up): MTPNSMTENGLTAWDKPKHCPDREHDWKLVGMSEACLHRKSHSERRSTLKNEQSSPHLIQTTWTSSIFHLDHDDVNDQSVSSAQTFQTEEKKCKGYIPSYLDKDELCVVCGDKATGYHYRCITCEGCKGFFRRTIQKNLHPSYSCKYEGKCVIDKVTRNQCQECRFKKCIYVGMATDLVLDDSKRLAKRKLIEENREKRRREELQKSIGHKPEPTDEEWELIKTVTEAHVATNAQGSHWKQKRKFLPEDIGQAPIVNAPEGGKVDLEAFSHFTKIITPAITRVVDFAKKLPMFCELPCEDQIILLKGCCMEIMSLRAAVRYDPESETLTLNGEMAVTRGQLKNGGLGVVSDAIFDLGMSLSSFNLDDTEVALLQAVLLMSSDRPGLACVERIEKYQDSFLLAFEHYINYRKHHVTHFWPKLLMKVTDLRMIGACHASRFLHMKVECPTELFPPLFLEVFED
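Fluorescence polarization of 20 nM Texas Red SRC2 peptide with 0.6 uM human TRb ligand-binding domain, in Tris buffer with 1uM T3 and 5% DMSO. Incubated 5 hr ambient; normalized to unbound and bound controls.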
CBFb RUNX1 block: qHTS Assay for Compounds Blocking the Interaction Between CBF-beta and RUNX1 for the Treatment of Acute Myeloid Leukemia. Runt-related transcription factor 1 (Homo sapiens) + Core-binding factor subunit beta …. AID 1477, 2009. Potency, µM (top dose mostly 59.8 µM), without a hit: at the top dose activity, negative = inhibition, usual class: inhibitors. AlphaScreen CBFb-His/RUNX1-biotin binding, biochemical. 230,000 tested, under 10 active; further: % of control where 0% means no effect
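His-tagged CBF-beta and biotinylated RUNX1 (30 nM each) were premixed 20 min at room temperature, exposed to compound for 15 min, then given nickel-chelate and streptavidin AlphaScreen beads (50 ng each). After 90 min, AlphaScreen signal was read.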
Tau fluor cs: Counterscreen qHTS for Inhibitors of Tau Fibril Formation, Fluorescence Polarization; tau K18 P301L Alexa594 fluorescence, heparin fibrillization; Potency, µM (titrated, usually from 57.7 µM), for the others: at the top dose activity change, negative = decrease; 280,000 tested, 0.93% active; further: potency means the concentration at half of the fitted maximal effect; on the % scale 0 is the no-effect control and ±100 the full control effect; nearly all actives have a fitted effect of over 55% in size
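Human tau K18 P301L (15 uM unlabeled, 0.24 uM Alexa 594-labeled) in 100 mM sodium acetate pH 7 with 20 uM heparin, 6 hr at 37 C. ThT 30 uM added, 1 hr ambient; Alexa 594 FP and total fluorescence read at 555/632 nm.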
GLA spleen mod: qHTS Assay for Inhibitors and Activators of Human alpha-Galactosidase From Spleen Homogenate. Alpha-galactosidase A (Homo sapiens), P06280. human spleen homogenate, 4MU-alpha-Gal fluorescence, 40 min. Potency, µM (highest dose often 80 µM), for the others: top-dose activity change, negative = inhibition, hits mostly inhibitors. 240,000 tested, 0.008% active. AID 2107, 2009;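 further: potency means the concentration at half of the fitted maximal effect; 0% = enzyme with vehicle and -100% = no enzyme basal signal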
Target sequence (P06280 32-429 limits assumed): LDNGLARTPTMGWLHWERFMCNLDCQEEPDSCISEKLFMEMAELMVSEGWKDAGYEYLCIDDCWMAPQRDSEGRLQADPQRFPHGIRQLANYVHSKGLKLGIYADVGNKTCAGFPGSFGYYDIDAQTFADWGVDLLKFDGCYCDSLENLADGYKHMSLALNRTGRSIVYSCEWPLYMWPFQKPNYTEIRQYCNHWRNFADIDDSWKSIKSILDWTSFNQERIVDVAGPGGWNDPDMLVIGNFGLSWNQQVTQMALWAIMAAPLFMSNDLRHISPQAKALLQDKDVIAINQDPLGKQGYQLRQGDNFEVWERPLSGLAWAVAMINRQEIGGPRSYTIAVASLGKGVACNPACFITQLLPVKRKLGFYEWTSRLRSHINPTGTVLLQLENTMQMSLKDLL
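Inhibition or activation of alpha-galactosidase in human spleen homogenate is scored by 4-MU fluorescence after 40 min at 37C, pH 5.0, with 1 mM substrate. AC50s come from concentration-response fitted to the Hill equation.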
Tau FP inhib: qHTS for Inhibitors of Tau Fibril Formation, Fluorescence Polarization; 280,000 tested, 0.39% active; K18 P301L tau heparin fibrillization, Alexa594 FP, 6 h; Microtubule-associated protein tau (Homo sapiens), P10636; Potency, µM (doses to about 57.7 µM), without a hit: at the top dose activity, negative = inhibition, usual class: inhibitors; AID 1468, 2008; further: potency means the concentration at half of the fitted maximal effect; on the % scale 0 is the no-effect control and ±100 the full control effect; nearly all actives have a fitted effect of over 55% in size
Target sequence (P10636 561-689 P618L limits assumed): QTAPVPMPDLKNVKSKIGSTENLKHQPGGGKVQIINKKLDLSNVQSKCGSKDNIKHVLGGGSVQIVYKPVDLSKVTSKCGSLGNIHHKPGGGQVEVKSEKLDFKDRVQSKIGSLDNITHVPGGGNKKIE
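Human tau K18 […] P301L fragment, 15 uM unlabeled plus 0.24 uM Alexa 594-labeled tau (final), with compound and 20 uM heparin in 100 mM sodium acetate pH 7; 6 hr at 37 C, then Alexa 594 FP read.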
NPSR antag: qHTS Assay for Antagonists of the Neuropeptide S Receptor: cAMP Signal Transduction; Q6W5P4; CHO-NPSR cells, cAMP TR-FRET, antagonist mode; Potency, µM (top dose mostly 38.3 µM), for inactives: at the highest dose activity change, negative = inhibition, hits mostly inhibitors; 220,000 tested, 1% active; AID 1461, 2008; further: potency means the concentration at half of the fitted maximal effect; on the % scale 0 is the no-effect control and ±100 the full control effect; nearly all actives have a fitted effect of over 50% in size; many of its hits are not listed in these tables
Epigenetic derep: Quantitative High-Throughput Screen for Regulators of Epigenetic Control | murine LDR cells, GFP reporter derepression, 30 h | Potency, µM (doses to about 53.9 µM), inactives show at the top dose GFP activation, actives largely listed as activators | 280,000 tested, 0.2% active | AID 1865, 2009; further: potency means the concentration at half of the fitted maximal effect; % of control where 0% means no effect; nearly all actives have a fitted effect of over 60% in size
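Reporter derepression read as number of fluorescent GFP-positive objects, 20-120 um in size, counted by laser-scanning cytometer. Mouse LDR line with an epigenetically silenced CMV-GFP locus; compound incubation 30 h, 37 C.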
TR SRC2 fluor cs: Total Fluorescence Counterscreen for Inhibitors of the Interaction of Thyroid Hormone Receptor and Steroid Receptor Coregulator 2 | Potency, µM (doses to about 106 µM), inactives show top-dose fluorescence change, negative = quenching | 280,000 tested, 0.29% active | TRb/SRC2 Texas Red total fluorescence interference | AID 1479, 2009; active means well fitted curve in either direction with a large enough effect; inconclusive means small, poorly fitted or top-dose-only effect; further: potency means the concentration at half of the fitted maximal effect; on the % scale 0 is the no-effect control and ±100 the full control effect
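Human TRb ligand-binding domain at 0.6 uM with 20 nM Texas Red SRC2 peptide in Tris buffer containing 1 uM T3 and 5% DMSO, incubated with compound 5 h at ambient temperature. Total fluorescence (555/632 nm) calculated as parallel + 2 × perpendicular.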
Starred values were filed as active, the others as inactive; ? = inconclusive; . = no result given; & = joins results of further samples; [ ] = remark or other dose. Unless noted, the call rests on the fitted dose curve; in most records, active means well fitted curve in the direction sought with a large enough effect; inconclusive means small, poorly fitted or top-dose-only effect, or another doubt; inactive means no such curve, though single readings can be large; an effect the other way counts as inactive or inconclusive.

SMILES	Epigenetic derep	CBFb RUNX1 block	GLA spleen mod	Tau fluor cs	TRb SRC2 PPI	Tau FP inhib	TR SRC2 fluor cs	NPSR antag
COC(=O)[C@@H]1CCCN1Cc1c(C(=O)N2CCCCC2)nc2c(C)cccn12	1.1%	4%	-7%	12%	5%	8%	-2%	6%
OCCNCCCCOc1cccc(Br)c1	-2.9%	0%	7%	-1%	-9%	-7%	-3%	16%
O=S(=O)(c1ccc(NC(=S)N/N=C/c2ccc(Oc3ccccc3)cc2)cc1)N1CCOCC1	2.3%	0%	4%	-10%	-3%	1%	3%	21%
CNC(=O)c1cccc2nc3ccccc3nc12	-0.5%	2%	-3%	-8%	1%	13%	-2%	-12%
O=C(O)C1CC(=O)n2c(nc3ccccc32)S1 (stereo unspecified)	0.3%	-10%	6%	7%	-6%	11%	-1%	-3%[46.1 µM]
Cc1csc(SCCN2C(=O)c3ccccc3C2=O)n1	0.7%	2%	0%	-2%	-2%	3%	-8%	-7%[46.1 µM]
O=[N+]([O-])c1ccc(OCC2CC(c3ccccc3)=NO2)cc1 (stereo unspecified)	-1.2%	2%	2%	-28%	4%	-23%	-2%	8%
COc1cccc(CN2CCc3nc(N4CCN(C)CC4)ncc3C2)c1	0.3%	.	.	4%	-8%	5%	-1%	.
CCOc1ccc(S(=O)(=O)Nc2ccc(-c3ccc(N4CCCC4)nn3)cc2)cc1	0.8%	.	.	-5%	2%	-4%	0%	.
Nc1nnc2c(n1)CCCC2	0.4%	-4%	3%	?	-26%	?	-17%	3%[46.1 µM]

Pulled one by one from the entries so far (2):
SMILES	Epigenetic derep	CBFb RUNX1 block	GLA spleen mod	Tau fluor cs	TRb SRC2 PPI	Tau FP inhib	TR SRC2 fluor cs	NPSR antag
O=[N+]([O-])c1ccc(OCC2CC(c3ccccc3)=NO2)cc1 (stereo unspecified)	-1.2%	2%	2%	-28%	4%	-23%	-2%	8%
O=S(=O)(c1ccc(NC(=S)N/N=C/c2ccc(Oc3ccccc3)cc2)cc1)N1CCOCC1	2.3%	0%	4%	-10%	-3%	1%	3%	21%

More compounds
SMILES	Epigenetic derep	CBFb RUNX1 block	GLA spleen mod	Tau fluor cs	TRb SRC2 PPI	Tau FP inhib	TR SRC2 fluor cs	NPSR antag
COc1ccc2c(c1OC)C(=O)OC2Nc1ccccc1S(=O)(=O)C(F)F (stereo unspecified)	-0.8%	-7%	0%	2%	4%	3%	2%	-1%[46.1 µM]
Cc1ccc(/C=C/c2nnc(-c3cccs3)o2)cc1	-0.4%	9%	22%	-6%	-1%	2%	-2%	?
COc1cc(OC)c(NC(=O)c2c(N3CCCC3=O)c3cc(C)ccc3n2C)cc1Cl	3.3%	.	.	-14%	1%	-1%	-1%	.
Cc1ccc(-c2noc(CCC(=O)NCC3CCN(Cc4cccc(C)c4)CC3)n2)cc1	-12%	9%	-8%	1%	-13%	-5%	-1%	3%[46.1 µM]
COc1ccc(C2/C=C\CN(Cc3ccccc3)C(C)C(=O)N2Cc2ccc(F)cc2)cc1 (stereo unspecified)	.	19%	-7%	.	6%	.	0%	.
O=C(O)C1CCN(c2ccccc2[N+](=O)[O-])CC1	-0.4%	1%	5%	-1%	-3%	4%	-2%	-4%
O=C(CCCn1c(=O)c2cccn2c2cccnc21)Nc1ccccc1Br	?	.	.	-15%	3%	-11%	-2%	.
O=[N+]([O-])c1ccc(O)c(C=Nc2ccc3c(c2)OCCO3)c1	0.0%	16%	21%	3%	2%	6%	-3%	16%
CNC(=O)NNC(=O)c1nc(-c2ccccc2)c(C)o1	0.0%	8%	-5%	-1%	-1%	-4%	-4%	4%[7.67 µM]
Cc1cc(O)c(C(C)C)cc1N=Nc1ccccc1C(=O)O	0.7%	?	-9%	-23%	4%	-2%	-8%	?
COC(=O)CNC(=O)c1ccccc1F	-1.9%	-7%	2%	-7%	-1%	-3%	0%	3%[46.1 µM]
CC(=O)NC(c1ccc(C)cc1)c1cc([N+](=O)[O-])c2cccnc2c1O (stereo unspecified)	-1.0%	?	10%	-14%	4%	8%	-3%	-12%
CN(C(=O)Nc1ccc(Cl)c(Cl)c1)c1ccccc1C(=O)O	-5.6%	6%	?	-19%	-1%	-13%	-3%	5%
COc1ccc(-c2nnn(CC(=O)N(CCO)C(C(=O)NC3CCCC3)c3ccc(F)cc3)n2)cc1 (stereo unspecified)	5.6%	-7%	-2%	-3%	-23%	-11%	2%	-15%[46.1 µM]
CC1CCC2(OC1)OC1CC3C4CCC5CC(O)CCC5(C)C4=CCC3(C)C1C2C (stereo unspecified)	-1.3%	5%	5%	-5%	-4%	-10%	-2%	.
CSc1nc(N2CCOCC2)c2c3c(sc2n1)CCC3	-2.1%	-5%	0%	-12%	-3%	2%	-4%	-5%[46.1 µM]
CCN(CC)CCN1C(=O)C(O)=C(C(=O)c2ccco2)C1c1ccccn1 (stereo unspecified)	-1.0%	-17%	0%	-12%	-1%	-8%	-3%	-4%[46.1 µM]
O=C(O)CCn1cnc2onc(-c3cc(F)cc(F)c3)c2c1=O	-0.2%	.	.	-6%	2%	-2%	-3%	.
Brc1ccc(Nc2c3c(nc4ncnn24)CCC3)cc1	0.0%	1%	-2%	-2%	-17%	2%	-6%	-6%[46.1 µM]
Cc1c([N+](=O)[O-])c(N)nn1C	-0.4%	5%	3%	-6%	-5%	0%	0%	-12%[7.67 µM]
Cc1cc(/C=C(\C#N)C(=O)NCc2ccco2)c(C)n1-c1cccnc1	0.1%	-10%	4%	-6%	-3%	1%	1%	-25%
O=C(CNc1ccccc1Cl)N/N=C1\CCCc2ccccc21	1.1%	7%	9%	-4%	-1%	-10%	1%	19%
Cc1cc(Nc2ccc3ccccc3c2)n2ncnc2n1	0.0%	2%	-4%	-12%	-6%	0%	-3%	3%[46.1 µM]
COc1ccc(S(=O)(=O)N(C)CC(=O)Nc2ccc(F)cc2)cc1	-0.2%	6%	2%	1%	9%	0%	3%	-1%[46.1 µM]
COc1ccccc1CNCCCCCCNCCCCCCCCNCCCCCCNCc1ccccc1OC	-1.2%&0.0%	-11%&6%	6%&-16%	-6%&-3%	6%&1%	-1%&-16%	3%&0%	13µM*
Cc1ccccc1CSCc1ccc(C(=O)NCCCN2CCOCC2)o1	-5.9%	-4%	4%	-10%	0%	5%	0%	-13%
CCN(CC)S(=O)(=O)c1ccc(C(=O)OCCNC(=O)c2cccnc2)cc1	-1.0%	2%	-11%	-2%	-3%	-1%	0%	20%[46.1 µM]
Cc1cc(C)c(Cn2c(C3CC(=O)N(c4ccc(F)cc4)C3)nc3ccccc32)c(C)c1 (stereo unspecified)	-3.2%	.	.	7%	-4%	-3%	-1%	.
CC(C)OCCCn1c(SCC(N)=O)nc2c(sc3ccccc32)c1=O	-1.3%	.	.	-13%	-7%	-5%	-2%	.
CCc1cccc(CC)c1NC(=O)C(CC)n1nc(C)n2c(cc3cc(C)ccc32)c1=O (stereo unspecified)	-3.4%	.	.	4%	-8%	6%	-3%	.
COc1ccc(-c2cc3ncc(-c4ccccc4)c(N)n3n2)cc1	0.0%	5%	-5%	-2%	-9%	-5%	-5%	-34%
COc1cccc(C(=O)Nc2nc(-c3ccccc3)c(-c3ccccc3)o2)c1	-3.2%	?	-4%	-29%	9%	-2%	0%	-24%
CC(NC(=O)CSc1ncccn1)c1ccc(Cl)cc1Cl (stereo unspecified)	7.7%	9%	8%	-3%	-5%	-11%	0%	-6%
O=C(NCCCN1CCOCC1)c1ccc(Sc2ccc(Br)cc2)c([N+](=O)[O-])c1	-1.0%	0%	-13%	?	-5%	-6%	-2%	6%
CCOC(=O)c1nc(NCc2ccccc2F)c2ccccc2n1	-1.4%	13%	-2%	-8%	12%	-2%	-1%	-12%
C(=N\Nc1nc2ccccc2[nH]1)/c1ccccc1	2.4%	0%	0%	-11%	-8%	8%	-4%	17%
C=C(C)c1cccc(C(C)(C)NC(=O)Nc2ccc(C)cn2)c1	-1.0%	-4%	7%	-7%	8%	-1%	0%	-31%
Cc1nc2nc(SCc3c(F)cccc3Cl)nn2c(C)c1Cc1ccccc1	1.7%	.	.	-9%	3%	10%	-2%	.
CN(C)S(=O)(=O)c1ccc2c(c1)N(CC(=O)N1CCN(c3ccc(F)cc3)CC1)CCS2	-1.7%	.	.	-28%	1%	?	-3%	.
Cc1ccc(-n2cc(CN3CCN(Cc4nccn4C)CC3)c(-c3ccc(F)cc3)n2)cc1	1.4%	-7%	10%	-4%	3%[53 µM]	-8%	1%[53 µM]	?
CCOc1ccc(S(=O)(=O)Nc2ccc(C(=O)N/N=C(\C)c3ccc(-n4ccnc4)cc3)cc2)cc1	-1.0%	-9%	2%	?	-3%	-9%	-6%	-22%[46.1 µM]
Cc1ccc2c(COC(=O)C34CC5CC(CC(C5)C3)C4)cc(=O)oc2c1	0.9%	1%	-8%	-3%	-1%	-7%	1%	-17%
CC1CC(C)(C)CC2(C1)NC(=O)N(CC(=O)NCC(c1ccco1)N1CCCCC1)C2=O (stereo unspecified)	0.0%	2%	-12%	-5%	-2%	-7%	-3%	-11%[46.1 µM]
C[C@H](C(=O)O)c1n[nH]c(=O)c2ccccc12	0.8%	0%	0%	9%	2%	5%	1%	-1%[46.1 µM]

Some of the compounds tested; rates above refer to the full screens.
